TDP43 rescue = TDP-43 toxicity inhibition in yeast; TDP-43 expressing yeast growth rescue, BacTiter-Glo, 24 h; hit rate 1.8% among 410,000; Potency, µM (highest dose often 46.1 µM), without a hit: at the top dose growth rescue (activation), usual class: activators; note: potency is the fitted concentration of half-maximal effect; % of control where 0% means no effect; nearly all actives have a fitted effect of over 50% in size
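Yeast expressing TDP-43 (pregrown in raffinose, seeded at OD600=0.02 in galactose medium) exposed to compounds 24 hr at 30 deg C. Growth read by BacTiter-Glo luminescence; rescue of toxicity appears as increased signal.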
DRD3 antagonist = D3 dopamine receptor (human) antagonism; D3R cells, DiscoveRx beta-arrestin luminescence, antagonist mode; stronger effect = lower value; max response, negative = inhibition, %; hit rate 2.5% among 360,000; AID 652054; in the data active = max response below about -50%; inconclusive = no clear call, values can overlap the other calls; note: % is set by controls: 0 for no effect and ±100 for the full control effect; mostly tested at two doses, the higher about 12 µM
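Cells plated overnight at 1500 cells/well, then exposed to library compounds with dopamine controls for 90 minutes at 37 degrees C. DiscoveRx reagent added for 30–60 minutes at room temperature; luminescence read, quantitative HTS format.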
aSyn rescue = rescues yeast growth from alpha-synuclein toxicity; hit rate 0.14% among 370,000; Yeast expressing alpha-synuclein, growth rescue, BacTiter-Glo, 24 h; Potency, µM (highest dose often 46.1 µM), for the others: top-dose growth rescue (activation), hits mostly activators; note: potency is the fitted concentration of half-maximal effect; % of control where 0% means no effect; nearly all actives have a fitted effect of over 65% in size
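Galactose-induced alpha-syn yeast (OD600=0.02, raffinose-pregrown) + pinned cpd, 24 hr, 30 deg C; growth by BacTiter-Glo luminescence. Growth restoration scores as activation.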
FUS yeast rescue = rescues growth of FUS-expressing yeast; S. cerevisiae FUS-expressing, growth rescue, OD600, 24 h; Potency, µM (highest dose often 76.6 µM), for inactives: top-dose growth rescue (activation), usual class: activators; hit rate 0.24% among 390,000;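 note: potency is the fitted concentration of half-maximal effect; plate controls were DMSO vehicle for no effect and reference control for full effect; nearly all actives have a fitted effect of over 55% in size; some results filed as inactive show a strong effect at the top dose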
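Galactose (2%) drives FUS expression in yeast precultured in raffinose; seeding density OD 0.005. Test compounds incubated 24hr at 30C and 99% humidity before absorbance at 600 nm was measured.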
EPAC2 antagonist = antagonists of human EPAC2 | Q8WZA2 | EPAC2 GEF exchange of Rap1B-BODIPY-GDP, fluorescence | Potency, µM (series often up to 114 µM), inactives show top-dose activity, negative = inhibition, most hits filed as inhibitors | hit rate 0.18% among 360,000 | AID 720708; note: potency is the fitted concentration of half-maximal effect; % is set by controls: 0 for no effect and ±100 for the full control effect; nearly all actives have a fitted effect of over 45% in size; many of its hits are not listed in these tables
Target sequence (Q8WZA2 whole entry, looked up): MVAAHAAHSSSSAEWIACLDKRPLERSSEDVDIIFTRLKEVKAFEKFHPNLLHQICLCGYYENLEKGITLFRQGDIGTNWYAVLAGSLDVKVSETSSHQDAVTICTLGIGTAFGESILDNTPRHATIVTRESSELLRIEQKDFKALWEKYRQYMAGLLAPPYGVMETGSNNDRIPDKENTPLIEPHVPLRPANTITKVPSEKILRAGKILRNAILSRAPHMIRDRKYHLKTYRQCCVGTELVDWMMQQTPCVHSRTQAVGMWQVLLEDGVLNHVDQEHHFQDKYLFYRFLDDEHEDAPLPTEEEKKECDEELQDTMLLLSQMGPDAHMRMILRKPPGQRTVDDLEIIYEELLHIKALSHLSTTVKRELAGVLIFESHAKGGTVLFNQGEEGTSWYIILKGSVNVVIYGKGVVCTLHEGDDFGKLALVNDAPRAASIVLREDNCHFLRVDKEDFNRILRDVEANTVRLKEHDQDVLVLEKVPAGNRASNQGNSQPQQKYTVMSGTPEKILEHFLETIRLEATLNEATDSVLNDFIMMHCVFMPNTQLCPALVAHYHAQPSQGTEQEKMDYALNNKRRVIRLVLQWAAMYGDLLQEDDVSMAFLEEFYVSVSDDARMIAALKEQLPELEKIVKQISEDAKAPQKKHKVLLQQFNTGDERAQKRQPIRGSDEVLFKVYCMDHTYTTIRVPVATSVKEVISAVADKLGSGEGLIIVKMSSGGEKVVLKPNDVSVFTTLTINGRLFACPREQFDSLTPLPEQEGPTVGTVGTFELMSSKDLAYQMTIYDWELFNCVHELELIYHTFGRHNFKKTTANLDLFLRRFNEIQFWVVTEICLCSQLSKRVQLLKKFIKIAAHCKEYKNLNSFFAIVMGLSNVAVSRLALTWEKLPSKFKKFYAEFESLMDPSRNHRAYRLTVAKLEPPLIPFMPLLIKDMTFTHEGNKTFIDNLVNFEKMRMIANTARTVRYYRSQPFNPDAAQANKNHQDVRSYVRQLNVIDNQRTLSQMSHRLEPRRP
EPAC2 agonist = activates human EPAC2 exchange factor; EPAC2 activation, biochemical qHTS; response scale: 100% = 6.5 mM cAMP response; Q8WZA2; AID 720711; Potency, µM (series often up to 154 µM), inactives show top-dose activation, hits mostly activators; hit rate 0.079% among 360,000; note: potency is the fitted concentration of half-maximal effect; nearly all actives have a fitted effect of over 50% in size
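Guanine nucleotide exchange by EPAC2 is measured as reduced fluorescence of BODIPY-GDP once it is released from 250 nM Rap1B. Plates are read kinetically for 30 min at room temperature; results are scaled to 6.5 mM cAMP.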
D3 ag = activates the human D3 dopamine receptor; hit rate 0.58% among 410,000; max activation, %; D3R DiscoveRx beta-arrestin cells, luminescence, 90 min; in the data active = max activation above about 30%; note: 0% is about no effect; mostly tested at two doses, the higher about 12 µM
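Agonist-mode cell screen: cells plated at 1500/well and incubated overnight at 37 °C, then exposed to library compounds for 90 min at 37 °C. Detection reagent was added for 30–60 min at room temperature, and luminescence was read.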
Abeta yeast res = compounds reversing amyloid beta toxicity in yeast | hit rate 0.063% among 410,000 | Potency, µM (top dose mostly 46.1 µM), without a hit: top-dose growth rescue, actives largely listed as activators | yeast expressing A-beta42, growth rescue, OD600, 48 h; response scale: 0% DMSO, 100% iron-clioquinol control; note: potency is the fitted concentration of half-maximal effect; nearly all actives have a fitted effect of over 55% in size
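Yeast A-beta toxicity model in growth medium with pinned compounds, 48 h at 30 C; growth read as absorbance at 600 nm. Normalized to FeCl3/clioquinol equimolar mix (positive) and DMSO (negative).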
Active calls of the source: *; ? = inconclusive; / = not tested or not shown; & = joins results of further samples; [ ] = another dose, or the depositor's remark. Unless noted, calls come from the whole dose curve; as a rule, active = well fitted curve in the direction sought with a large enough effect; inconclusive = small, poorly fitted or top-dose-only effect, or another doubt; inactive = no such curve, though single readings can be large; an effect the other way counts as inactive or inconclusive.

SMILES | TDP43 rescue | DRD3 antagonist | aSyn rescue | FUS yeast rescue | EPAC2 antagonist | EPAC2 agonist | D3 ag | Abeta yeast res
CCOc1ccccc1CNC(=O)CCc1cn(C)c2ccccc12 | ? | -15 | 6% | 8%&8% | -16% | -5% | -16&2 | 4%&15%
O=C(Nc1ccc2ccccc2c1)c1ccc(Br)o1 | 20µM* | -1 | -4% | -16% | 0% | 12% | -2 | -8%
O=C(CSc1ccc2nnc(CCNC(=O)c3ccccc3)n2n1)Nc1ccc(F)cc1F | 9% | 15 | 2% | / | 7% | -4% | 17 | -2%
O=C(Cc1c(F)cccc1Cl)NNC(=O)c1ccccc1Cl | 7% | -9 | -13% | -5% | 7% | 1% | 1 | -2%
COc1ccc(NC(=O)C(=O)NCCc2csc(-c3ccc(Cl)cc3)n2)cc1 | 10% | / | / | -6% | / | / | 3 | -6%
CCOc1ccc(NC(=O)CCc2nnc3ccc(N4CCC5(CC4)OCCO5)nn23)cc1 | -9% | 0 | -6% | -9% | 1% | 10% | 2 | 9%
COc1cc(Cl)cc(/C=C/c2ccc3cccc(O)c3n2)c1OC | 1% | -94* | 7% | -41% | 11% | 6% | -1 | -13%
COc1ccc(CN2CCC(Oc3ccc(C(=O)N4CCCC4)cc3)CC2)c(F)c1 | 6% | -4 | 0% | / | -4% | -5% | -26 | 0%
CCOC(=O)c1c(-c2ccccc2Cl)csc1NC(=O)CSc1nc(C)cc(=O)[nH]1 | 8% | 68 | -4% | / | ? | 7% | 9 | 10%
Cc1cc(-n2cnnn2)cc(C)c1S(=O)(=O)N(C)c1ccccc1 | 2% | 20 | 0% | 16% | -10% | 14% | 4 | -9%
COc1cccc(C2Nc3ccccc3-c3nnc(SCc4ccccc4)nc3O2)c1OC (stereo unspecified) | 14% | / | / | 16% | / | / | 5 | -8%
COc1cc(C(=O)Nc2ccc(S(=O)(=O)Nc3nccc(C)n3)cc2)c([N+](=O)[O-])cc1OC | -11% | 0 | -4% | 20% | -2% | 1% | -9 | 2%
COC(=O)/C=C/c1ccc(OC(=O)c2ccncc2)cc1 | 20% | 11 | -1% | / | 5% | 6% | -4 | 4%
COC(=O)c1ccccc1NC(=O)CCCS(=O)(=O)c1nc(-c2ccccc2OC)cc(C(F)(F)F)n1 | 0% | / | / | -18% | / | / | -5 | -12%
COc1ccc(CCNC(=O)Cn2c(C)c3cnn(-c4ccccc4)c(=O)c3c2C)cc1OC | -1% | / | / | 33% | / | / | -1 | -16%
O=C(Cc1ccc(NC2=NC3CS(=O)(=O)CC3S2)cc1)NCc1ccc(Cl)cc1 (stereo unspecified) | 9% | -6 | 0% | -21% | 13% | 2% | 5 | 4%
CCc1nnc(NC(=O)CSc2ncc(-c3ccccc3)n2CC)s1 | ? | 14 | 2% | 4% | -22% | -13% | 6 | 5%
Cc1cccc(C(=O)Nc2nnc(Cc3ccccc3)s2)c1 | 8% | -26 | 10% | 29% | -9% | 0% | 1 | 27%
COc1ccc(CN2C(=NC(=O)c3ccccc3)SC3CS(=O)(=O)CC32)cc1 (stereo unspecified) | 11% | -24 | -4% | -4% | 1% | 0% | -8 | -2%
Brc1c(CSc2nc3ccccc3o2)nc2ncccn12 | 13µM* | -6 | 9% | 11% | 2% | -9% | 3 | -20%
CC(C)(C)C(=O)c1c(N)[nH]c(C(=O)c2ccccc2)c1-c1ccc(F)cc1 | 23% | 5 | -6% | 23% | -6% | -5% | 11 | 2%
COc1ccc2oc(C(=O)N3CCN(C(=O)c4ccco4)CC3)c(C)c2c1 | ? | 3 | 8% | 14% | 0% | -3% | 4 | -5%
COc1ccc(C2(C(=O)NC3CCCCC3)CCOCC2)cc1OC | -30% | 20 | 2% | 8% | 19% | 1% | -22 | -10%
Cc1ccc(S(=O)(=O)NCC(=O)OCC(=O)c2cccs2)cc1 | -10% | 19 | 4% | 21% | -1% | -4% | -2 | -9%

Of the compounds above, 2 have bromine.
SMILES | TDP43 rescue | DRD3 antagonist | aSyn rescue | FUS yeast rescue | EPAC2 antagonist | EPAC2 agonist | D3 ag | Abeta yeast res
O=C(Nc1ccc2ccccc2c1)c1ccc(Br)o1 | 20µM* | -1 | -4% | -16% | 0% | 12% | -2 | -8%
Brc1c(CSc2nc3ccccc3o2)nc2ncccn12 | 13µM* | -6 | 9% | 11% | 2% | -9% | 3 | -20%

The listing continues.
SMILES | TDP43 rescue | DRD3 antagonist | aSyn rescue | FUS yeast rescue | EPAC2 antagonist | EPAC2 agonist | D3 ag | Abeta yeast res
CCOc1cc2[nH]c(=S)n(CCN3CCCCC3CC)c(=O)c2cc1OCC (stereo unspecified) | -17% | 0 | -2% | ? | -4%[57.1 µM] | 2% | -2 | 4%
COc1ccc(N=C2C(=O)Nc3ccc(C)c(Br)c32)cc1 | -15% | ? | 9% | -19% | 5% | -2% | -8 | -11%
CC(=O)Nc1ccc(S(=O)(=O)Oc2ccc(C(=S)N3CCCCC3)cc2)cc1 | -8% | -21 | -3% | 30% | -7% | 12% | -13 | -17%
Cn1c(CCNC(=O)c2ccco2)nc2cc(NC(=O)C3CCCCC3)ccc21 | -13% | -9 | -1% | 9% | 0% | 7% | -1 | -3%
COc1cccc(CNC(=O)CN2C(=O)CSc3c2c(C)nn3-c2ccccc2)c1OC | ? | / | / | ? | / | / | 2 | 0%
Cc1ccccc1OCc1nnc(SCc2nc3ccccc3c(=O)[nH]2)n1C | -2% | 13 | 0% | -16% | -5% | 7% | 3 | -10%
CC(C)Oc1ccc(S(=O)(=O)N2CCOCC2)cc1NC(=O)CN1C(=O)c2ccccc2C1=O | -1% | -21 | -4% | ? | -9% | 7% | -5 | -1%
CCOC(=O)N1CCC(NC(=O)c2cc3c(-c4ccccc4F)nn(C)c3s2)CC1 | 20% | 32 | -3% | -13% | -5% | 3% | 2 | -4%
CCn1cnc2c(Nc3cc(F)cc(F)c3)nc(C#N)nc21 | / | / | / | -10% | 5% | 2% | / | -7%
Cc1cccc(NC(=O)C2CCC(CNS(=O)(=O)c3ccc4c(c3)CCCC(=O)N4)CC2)c1C (stereo unspecified) | 2% | / | / | 13% | / | / | 2 | -4%
CC(C)CCNC(=O)CCc1nnc(Cc2c[nH]c3ccccc23)o1 | 10% | 5 | 0% | 2% | 1% | -2% | 7 | -4%
COc1ccccc1-c1nc2n(n1)C(c1ccccc1Cl)C(C(N)=O)=C(C)N2 (stereo unspecified) | 1% | -26 | -7% | -15% | 6% | 5% | -9 | -6%

One compound at a time, from the list above. Screens in order: TDP43 rescue, DRD3 antagonist, aSyn rescue, FUS yeast rescue, EPAC2 antagonist, EPAC2 agonist, D3 ag, Abeta yeast res
O=C(Nc1ccc2ccccc2c1)c1ccc(Br)o1 is listed as 20µM*, -1, -4%, -16%, 0%, 12%, -2, -8%
COc1cccc(C2Nc3ccccc3-c3nnc(SCc4ccccc4)nc3O2)c1OC (stereo unspecified) is listed as 14%, /, /, 16%, /, /, 5, -8%
COc1ccc(NC(=O)C(=O)NCCc2csc(-c3ccc(Cl)cc3)n2)cc1 is listed as 10%, /, /, -6%, /, /, 3, -6%
CCOC(=O)c1c(-c2ccccc2Cl)csc1NC(=O)CSc1nc(C)cc(=O)[nH]1 is listed as 8%, 68, -4%, /, ?, 7%, 9, 10%
Cc1ccc(S(=O)(=O)NCC(=O)OCC(=O)c2cccs2)cc1 is listed as -10%, 19, 4%, 21%, -1%, -4%, -2, -9%

Later entries.
SMILES | TDP43 rescue | DRD3 antagonist | aSyn rescue | FUS yeast rescue | EPAC2 antagonist | EPAC2 agonist | D3 ag | Abeta yeast res
Cc1ccc2nc(C)cc(C(=O)OCC(=O)c3ccc(Cl)c([N+](=O)[O-])c3)c2c1 | ? | 3 | -1% | 16% | 10% | -1% | 1 | -11%
CCc1ccc(N/C(SC)=C(/C#N)C(N)=O)cc1 | 7% | 7 | 1% | -3% | 17% | 0% | -5 | -5%
Cc1ccc(S(=O)(=O)n2nc(OC(=O)c3c(F)cccc3Cl)cc2N)cc1 | ? | ? | 15% | -6% | -14% | 14% | -23 | 11%
COc1ccc(F)cc1C(=O)C1CCCN(Cc2cnc(N3CCCC3)s2)C1 (stereo unspecified) | -10% | -59* | 0% | 1% | 0% | 10% | -26 | 1%
COc1ccccc1N1C(=O)CSC1=NC(=O)c1ccccc1 | 2% | -17 | 1% | ? | -7% | 10% | 1 | -8%
Brc1cccc2sc(N3CCN(c4ccccc4)CC3)nc12 | 10% | -6 | 0% | -6% | 6% | 16% | 4 | 29%
COc1cccc(Oc2c(C)oc3c(CN4CCOCC4)c(O)ccc3c2=O)c1 | 10% | 15 | 3% | -13% | 3% | 8% | 4 | 0%
CCOC(=O)c1ccc(NC(=O)NCc2cccnc2)cc1 | -3% | -9 | -1% | 8% | -3% | 17% | -2 | 7%
CCc1ccc(-n2nc(C)c3c(C(=O)Nc4ccc(Cl)cc4)cc(C)nc32)cc1 | 14% | / | / | -11% | / | / | 3 | 0%
CC(C)CCNC(=O)C1CC(=O)N(C2CCCC2)C1 (stereo unspecified) | -15% | -9 | 0% | -8% | -3% | 11% | 5 | -2%
CC1CCN(C(=O)CCNC(=O)c2ccccc2)CC1 | 3% | -1 | 0% | -14% | -10% | -3% | -6 | 8%
CCN(CC)S(=O)(=O)c1ccc(C(=O)OCn2c(SC)nnc(C)c2=O)cc1 | 14% | 9 | 0% | 9% | 17% | -1% | 4 | -1%
CCCn1c(N)c(N(CCOC)C(=O)c2cc3ccccc3cc2OC)c(=O)[nH]c1=O | -1% | 5 | -4%[1.84 µM] | 22% | -3% | 5% | 1 | -5%
CCc1ccc(NC(=O)Cn2c(=O)n(Cc3nc(C)no3)c(=O)c3cc4c(cc32)OCO4)cc1 | 6% | / | / | 2% | / | / | -9 | -7%
COc1ccccc1N1CCN(C2CCCN(S(=O)(=O)c3ccccc3)C2)CC1 (stereo unspecified) | 0% | ? | -8% | / | -3% | 17% | -41 | -14%
CCNc1nc(-c2sc(NC(=O)C(C)(C)C)nc2C)c(-n2cc(-c3ccccc3)nn2)s1 | 28µM* | 180 | 1% | 29% | 2% | 15% | 31* | 3%
CC(C)CNC(=O)CN(C)S(=O)(=O)c1ccc(F)cc1 | -8% | 0 | -5% | 17% | -12% | 3% | -17 | -7%
Cc1ccc(S(=O)(=O)NN2C(=O)/C(=C/c3cccnc3)SC2=S)cc1 | -72%[inhibitor] | 1 | -25% | 24% | ? | -3% | -2 | 10%

Screening data deposited in PubChem by National Center for Advancing Translational Sciences (NCATS).

This is a subset; count on the stated rates, not on these rows.
